# From PubChem BioAssay
# Apaf-1 inh: human Apaf-1 inhibition. O14727. reconstituted apoptosome caspase-3 activity, DEVD-Rh110 fluorescence. inhibition, % at 20 µM. hit rate 0.71% among 330,000. AID 489030; active means inhibition of at least 40% at 20 µM;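 further: plate controls were DMSO wells for no effect and DEVD-CHO caspase inhibitor wells for full effect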
#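 Material: reconstituted apoptosome with Apaf-1, cytochrome c, caspase-9, procaspase-3, dATP / Buffer or medium: pH 7.5 Hepes buffer with CHAPS, BSA, DTT / Also added: cytochrome c with DEVD-Rh110 / Schedule: compound with Apaf-1, dATP, procaspase-3 30 min, then 50 min reaction, room temperature / Technique: rhodamine 110 fluorescence at Ex 480/Em 540 nm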
# HKDC1 inhibitor: blocks human hexokinase HKDC1 activity; AID 493160; recombinant HKDC1, G6PDH/diaphorase resazurin coupled fluorescence; hit rate 0.16% among 340,000; inhibition, % at 20 µM; Q2TB90;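 active means inhibition above about 35% when tested at 20 µM, limit read from the data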;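 further: plate controls were DMSO wells with enzyme for no effect and DMSO wells lacking enzyme for full effect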
#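 Assay system: recombinant HKDC1 hexokinase; detection: coupled resazurin fluorescence, excitation 525 nm, emission 613 nm; benchmarks: DMSO-plus-enzyme-mix negative control, buffer-substituted positive control; compound dosing: single 20 µM dose; schedule: 90 min at room temperature in dark; also added: glucose plus 1 mM ATP as hexokinase substrates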
# Jurkat NFkB inh: lowers PMA/ionomycin-induced NF-kB signal in Jurkat cells. PMA/ionomycin-induced NF-kB luciferase reporter, luminescence. inhibition, % at 4 µM. hit rate 0.53% among 330,000. AID 435003
# SENP7 inh: SENP7 protease inhibition. hit rate 1.5% among 330,000. recombinant SENP7, Z-RLRGG-aminoluciferin luminescence, 40 min. AID 434973. Q9BQF6. inhibition, % at 5 µM;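 active means inhibition above about 50% at the single test dose, limit read from the data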;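 further: plate controls were DMSO with enzyme for no effect and no enzyme buffer wells for full effect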
# Target sequence (Q9BQF6 706-1050 limits assumed): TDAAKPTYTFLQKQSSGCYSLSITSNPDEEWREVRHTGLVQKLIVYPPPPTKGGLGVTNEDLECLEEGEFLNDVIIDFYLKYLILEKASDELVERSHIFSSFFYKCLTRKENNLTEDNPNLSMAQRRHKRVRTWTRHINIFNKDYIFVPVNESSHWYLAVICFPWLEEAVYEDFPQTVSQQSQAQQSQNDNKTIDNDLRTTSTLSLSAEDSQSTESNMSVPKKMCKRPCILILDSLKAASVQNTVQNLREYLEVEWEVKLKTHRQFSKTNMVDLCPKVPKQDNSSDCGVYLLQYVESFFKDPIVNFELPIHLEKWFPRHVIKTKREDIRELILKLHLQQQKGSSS
# SENP8 block: inhibitors of human SENP8 protease. inhibition, % at 10 µM. hit rate 1.2% among 330,000. purified SENP8, Z-RLRGG-aminoluciferin cleavage, luminescence. AID 2540
# Target sequence (Q96LD8 whole entry, looked up): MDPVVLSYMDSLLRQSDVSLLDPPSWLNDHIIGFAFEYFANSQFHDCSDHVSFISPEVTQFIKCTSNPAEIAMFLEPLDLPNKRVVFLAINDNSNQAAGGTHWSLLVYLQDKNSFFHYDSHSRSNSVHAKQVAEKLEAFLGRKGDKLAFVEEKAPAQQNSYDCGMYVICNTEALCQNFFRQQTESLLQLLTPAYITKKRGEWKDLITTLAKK
# Gli-Sufu antag: blocks Gli-Sufu signaling in a luciferase reporter; Sufu-KO-LIGHT fibroblasts, Gli luciferase reporter luminescence; hit rate 0.74% among 340,000; inhibition, % at 5 µM;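 active means inhibition above about 55%, limit read from the data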;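 further: 0% = DMSO-treated cells and 100% = wells with medium but no cells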
# UBC13 inh: human UBC13 polyubiquitination inhibition; inhibition, % at 20 µM; hit rate 0.47% among 330,000; P61088; UBC13 polyubiquitin chain formation, TR-FRET; AID 485273; in the data active means inhibition above about 45%, passing the limit was not always enough
# Target sequence (P61088 whole entry, looked up): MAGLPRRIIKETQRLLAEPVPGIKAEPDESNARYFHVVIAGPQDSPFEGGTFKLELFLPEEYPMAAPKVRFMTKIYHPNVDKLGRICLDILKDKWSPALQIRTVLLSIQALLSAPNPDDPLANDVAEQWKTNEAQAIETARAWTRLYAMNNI
# 697 NFkB inh: lowers PMA/ionomycin-induced NF-kB signal in 697 B cells. 697 B-cell NF-kB luciferase reporter, 16 h. inhibition, % at 4 µM. hit rate 0.33% among 330,000. AID 435022; in the data active means inhibition above about 35%
# * marks the source's active call; other numbers are inactive results; . = not tested or not shown; & = joins results of further samples. Unless noted, no stated cut-off is given here; in the data, active means inhibition above about 50%; inactive means the rest.
SMILES,Apaf-1 inh,HKDC1 inhibitor,Jurkat NFkB inh,SENP7 inh,SENP8 block,Gli-Sufu antag,UBC13 inh,697 NFkB inh
CCCCCCCCCCCCCCCC[n+]1ccc(/C=N/O)cc1,80*,-14,80*,12,5,73*,91*,9
Cc1ccc(N=Nc2cc(C)ccc2O)c(C)c1,9,-2,-45,48,25,-135,-16,-63
CCOc1cc(CNc2ccc(CNc3ncn[nH]3)cc2)ccc1OCc1ccccc1,23,-4,8,-3,1,-5,-12,1
CCOC(=O)C1CCN(C(=O)COc2ccc(Cl)cc2Cl)CC1,5,-8,2,-2,-8,8,-5,14
Cc1cc(Br)c(NC(=O)CCNC(=O)OCc2ccccc2)cc1C,13,1,-15,-9,-10,-2,-13,-12
Cc1[nH]n(-c2ccccc2)c(=O)c1C=NC1CCCCCC1,-4,0,-17,3,7,-29,-1,6
Cn1c(SCc2ccccc2Br)nc2ccccc2c1=O,-12,-1,12,2,-3,17,9,-34
CCOC(=O)C(CC(=O)c1ccccc1)CC(=O)c1ccccc1,12,-1,-77,2,-3,-43,3,-20
COc1ccc(C(=O)N2CCN(Cc3cc(OC)ccc3OC)CC2)cc1,2,-9,4,-9,-3,9,7,11
N=c1oc2ccccc2cc1C(=O)NC1CCCCCC1,28,2,-52,34,27,-10,-4,-95
Cc1cccc(C)c1OCc1cc(C(=O)N2CCN(c3ccc(F)cc3)CC2)no1,14,9,-131,31,33,-79,-2,-188
CCc1ccc(-c2nn(-c3ccccc3)cc2C2SCC(=O)N2Cc2ccco2)cc1 (configuration not stated),32,3,-16,15,3,10,-8,-13
CNC(=O)NC(=O)CSc1nnc(-c2ccc(F)cc2)n1CC1CCCO1 (configuration not stated),-8,-6,11,-2,-5,2,4,23
Cn1c(=O)c2cn(-c3ccc4c(c3)OCCO4)cc2n(C)c1=O,7,1,-52,-13,-22,-33,-1,-52
FC(F)(F)c1cccc(NC(=S)NNC(=S)Nc2ccc(Cl)cc2)c1,14,.,2,-4,2,.,-4,18
O=C(CSC1=NS(=O)(=O)c2cc(Cl)ccc2N1)Nc1ccccc1F,5,0,9,1,0,-3,-13,5
CCS(=O)(=O)N1CCC(C(=O)Oc2ccc(Cl)cc2)CC1,7,0,2,2,11,20,-4,16
CCC(C)C(=O)Nc1nc2ccc(OC)cc2s1 (configuration not stated),-8,-4,-63,0,-4,-43,0,-63
Cc1cc(C)n(-c2ccnc3cc(Cl)ccc23)n1,1,-3,-1,9,1,-5,2,7
CCOc1ccc(OCC(=O)N(C)c2c(N)n(Cc3ccccc3)c(=O)[nH]c2=O)cc1,-1,0,4,1,-5,-14,0,2
COc1ccc(-c2sc(Nc3ccc(F)c(F)c3F)nc2CCC(=O)NN)cc1,19,4,-56,9,7,-27,4,-28
Cc1nn(C)c(C)c1/C=N/NC(=O)C(C)(C)Oc1ccc(Cl)cc1,-12,-1,6,-7,-5,5,5,7
COCCNC(=O)c1ccc(NS(=O)(=O)c2cc(C)ccc2C)cc1,-10,-8,9,6,-15,0,4,18
CC1=C(C(=O)Nc2ccccc2C(=O)NC2CCCCC2C)SCCO1 (configuration not stated),22,2,-4,6,0,3,-11,-16
COc1ccc(C(=O)Nn2c(C)ccc2C)cc1OC,-6,11,-5,9,5,4,6,14
Cc1cc(C(=O)OCC(=O)NC2CCCC2)c2ccccc2n1,-5,1,-12,-1,-4,-6,3,-2
CC(CCCC(C)(C)O)CC1C2=C(CCCC2=O)OC2=C1C(=O)CCC2 (configuration not stated),-6,-6,-49,-1,7,-2,-9,-5
Cn1c(=O)[nH]c2ncccc21,-3,-3,-8,0,0,7,9,15
Cc1cc(C)c2c(N)c(S(=O)c3ccc(C(C)(C)C)cc3)sc2n1 (configuration not stated),17,-2,-2,-1,-16,6,6,7
O=C(CSc1nc2ccccc2s1)NNC(=O)Nc1ccc(Cl)c(Cl)c1,6,2,-14,-6,-7,-1,-2,4

# An excerpt from above in order of formula weight, low to high:
SMILES,Apaf-1 inh,HKDC1 inhibitor,Jurkat NFkB inh,SENP7 inh,SENP8 block,Gli-Sufu antag,UBC13 inh,697 NFkB inh
Cn1c(=O)[nH]c2ncccc21,-3,-3,-8,0,0,7,9,15
Cc1cc(C)n(-c2ccnc3cc(Cl)ccc23)n1,1,-3,-1,9,1,-5,2,7
CCC(C)C(=O)Nc1nc2ccc(OC)cc2s1 (configuration not stated),-8,-4,-63,0,-4,-43,0,-63
COc1ccc(C(=O)Nn2c(C)ccc2C)cc1OC,-6,11,-5,9,5,4,6,14
Cc1cc(C(=O)OCC(=O)NC2CCCC2)c2ccccc2n1,-5,1,-12,-1,-4,-6,3,-2
Cn1c(=O)c2cn(-c3ccc4c(c3)OCCO4)cc2n(C)c1=O,7,1,-52,-13,-22,-33,-1,-52
Cc1nn(C)c(C)c1/C=N/NC(=O)C(C)(C)Oc1ccc(Cl)cc1,-12,-1,6,-7,-5,5,5,7
Cc1cc(C)c2c(N)c(S(=O)c3ccc(C(C)(C)C)cc3)sc2n1 (configuration not stated),17,-2,-2,-1,-16,6,6,7
CC(CCCC(C)(C)O)CC1C2=C(CCCC2=O)OC2=C1C(=O)CCC2 (configuration not stated),-6,-6,-49,-1,7,-2,-9,-5
CC1=C(C(=O)Nc2ccccc2C(=O)NC2CCCCC2C)SCCO1 (configuration not stated),22,2,-4,6,0,3,-11,-16
CNC(=O)NC(=O)CSc1nnc(-c2ccc(F)cc2)n1CC1CCCO1 (configuration not stated),-8,-6,11,-2,-5,2,4,23
FC(F)(F)c1cccc(NC(=S)NNC(=S)Nc2ccc(Cl)cc2)c1,14,.,2,-4,2,.,-4,18
COc1ccc(-c2sc(Nc3ccc(F)c(F)c3F)nc2CCC(=O)NN)cc1,19,4,-56,9,7,-27,4,-28
CCOc1ccc(OCC(=O)N(C)c2c(N)n(Cc3ccccc3)c(=O)[nH]c2=O)cc1,-1,0,4,1,-5,-14,0,2
O=C(CSc1nc2ccccc2s1)NNC(=O)Nc1ccc(Cl)c(Cl)c1,6,2,-14,-6,-7,-1,-2,4

# Some of these compounds in order of length of the SMILES, low to high.
SMILES,Apaf-1 inh,HKDC1 inhibitor,Jurkat NFkB inh,SENP7 inh,SENP8 block,Gli-Sufu antag,UBC13 inh,697 NFkB inh
COc1ccc(C(=O)Nn2c(C)ccc2C)cc1OC,-6,11,-5,9,5,4,6,14
CCS(=O)(=O)N1CCC(C(=O)Oc2ccc(Cl)cc2)CC1,7,0,2,2,11,20,-4,16
COc1ccc(-c2sc(Nc3ccc(F)c(F)c3F)nc2CCC(=O)NN)cc1,19,4,-56,9,7,-27,4,-28

# Remaining list, next part.
SMILES,Apaf-1 inh,HKDC1 inhibitor,Jurkat NFkB inh,SENP7 inh,SENP8 block,Gli-Sufu antag,UBC13 inh,697 NFkB inh
CC(=O)c1ccc(NC(=O)CN2CCC(C(=O)c3ccc4c(c3)OCCO4)CC2)cc1,7,0,-4,-15,-1,-18,4,4
COc1cccc(NS(=O)(=O)c2c(C(=O)N3CCCCCC3)c(C)n(C)c2C)c1,-7,2,6,11,-6,1,-4,4
CC(C)CCNC(=O)CN(Cc1ccccc1)C(=O)CCC(=O)Nc1nccs1,3,1,-7,-9,-3,4,0,-4
COc1ccc(CNc2nc(SC)n[nH]2)cc1OC,4,-4,-4,-9,1,1,-7,12
O=C(NCCNc1ccc([N+](=O)[O-])cc1)c1cccc(Br)c1,5,-4,21,8,-2,22,-3,10
CCOC(=O)C1=C(C)Nc2ccccc2N=C1NC(=O)c1ccc(Cl)c(S(=O)(=O)N2CCCC2)c1,-2,-1,10,-3,9,20,-9,12
COc1ccc(C(=O)Nc2cccc(C(=O)N/N=C/c3ccc(OC)cc3OC)c2)cc1,17,-3,57*,-11,-10,-4,-14,-14
CCN(CC(=O)Nc1c(F)cccc1F)C(=O)c1ccc(-n2cncn2)c([N+](=O)[O-])c1,-1,4,12,4,-2,-3,-5,7
Brc1ccccc1OCCCCCN1CCOCC1,-11,5,-2,-4,-5,6,5,5
CCC(Sc1nc(N)cc(N)n1)C(=O)O (configuration not stated),0,-2,3,7,3,2,7,24
CC(/C=N/n1cnnc1)=C\c1ccccc1,9,3,7,1,-2,6,-5,1
O=C(CN(C(=O)c1csnn1)c1ccccc1C(F)(F)F)NC1CCCCC1,8,-5,0,-4,-9,-12,-8,6
C=CCSc1nnc(NC(=O)CSc2nnc(C)s2)s1,0,10,-18,2,-4,2,-6,9
Cc1ccc(S(=O)(=O)NCCC(=O)Nc2nnc(C)s2)cc1,-16,-4,7,3,-1,-28,6,10
O=C1c2cccc3c(N4CCCCC4)ccc(c23)C(=O)N1c1ccc(O)cc1,24,-5,18,1,1,-7,-62,-40
O=C(CSCc1ccc(C(=O)O)cc1)Nc1ccc2ccccc2c1,-3,-3,-1,-5,-1,-1,2,6
Cc1nc(-c2nnc(SCC(=O)Nc3cc(Cl)cc(Cl)c3)n2C)cs1,-7,-6,-30,5,2,-5,-11,-25
O=C(NC(NC(=S)Nc1ccc(Cl)c(Cl)c1)C(Cl)(Cl)Cl)c1ccco1 (configuration not stated),17,3,17,6,-2,16,9,9
CC(=O)NC(CC(=O)OCC(=O)N1CCc2ccccc21)c1ccccc1 (configuration not stated),-2,5,12,-8,0,0,0,14
Nc1nc(SCC(=O)Nc2ncc(Cl)cc2Cl)n[nH]1,-6,-4,1,0,2,-7,2,11
O=C(O)c1ccc(N(Cc2ccccc2)S(=O)(=O)c2ccccc2)cc1,-3&2,0&-5,-3&-6,-4&11,0&-11,-15&3,4&-3,-3&8
O=C(CS(=O)(=O)c1ccccc1)c1ccc2c(c1)OCCO2,4,-2,-58,51*,34,3,-1,3
CCOC(=O)COc1ccc(C(=O)CC)cc1OC,3,-16,-4,9,-5,3,-1,0
O=C(c1ccccc1-c1ncc[nH]1)N1CCCC(Nc2ccc(F)cc2)C1 (configuration not stated),17,11,-6,4,5,14,-9,0
O=C(NCC(c1ccco1)N1CCOCC1)C1CCCCC1 (configuration not stated),0,-3,-8,0,-1,-3,-4,8
O=S(=O)(c1ccc(NC(=S)Nc2ccc3c(c2)OCO3)cc1)N1CCOCC1,5,-5,1,11,5,-5,9,18
O=C(CSc1nc2ccccc2o1)N1N=C(c2cccs2)CC1c1ccc(F)cc1 (configuration not stated),16,-2,6,3,0,7,10,-4
CN1CCN(c2ccc(C(=O)c3ccc(Br)cc3)cc2[N+](=O)[O-])CC1,25,9,-9,-5,-7,23,-6,-24
C=CCSc1ccsc1C(=O)O,1,2,7,1,-8,4,-8,4
S=c1[nH]nc(-c2ccco2)n1/N=C/c1cccc(Cl)c1,-4,1,8,4,1,6,0,15
Cc1cc(O)cc(C)c1NS(=O)(=O)c1ccc2ccccc2c1,8,1,7,3,-3,3,-1,-10
CC(Oc1ccc(Br)cc1)C(=O)NCC1(N2CCCCC2)CCCCC1 (configuration not stated),39,-4,7,7,1,-2,20,5
CC(C)C(=O)NNC(=O)CN1CCN(c2nc(-c3ccccc3)cs2)CC1,-22,2,-5,48,-4,17,3,-27
CC1CC(=O)N(CC(=O)Nc2ccc3c(c2)OCCO3)c2ccccc2S1 (configuration not stated),2,-5,3,-2,-1,-5,13,7
